Bioassay records from PubChem BioAssay.
Diaphorase inh = counter-screen for diaphorase-based assays: diaphorase inhibitors and chemical oxidizers | diaphorase resazurin-to-resorufin fluorescence, NADH, 16 min; bacterial (C. kluyveri) enzyme, not human | inhibition, % at 20 µM | 0.69% of 190,000 active;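 active = primary screen inhibition at 20 µM above a set limit, cut at about 50% in these data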;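 note: plate controls were DMSO with full reaction for no effect and wells lacking NADH for full effect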
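Assay system – diaphorase enzyme from Clostridium kluyveri · Amount – diaphorase 0.14 U/mL (working solution) · Times – reaction incubation of 16 min at room temperature · Controls – No-NADH positive control and DMSO neutral control · Signal – resorufin fluorescence 544/590 nm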
Diaphorase act = diaphorase activation or chemical reduction counter-screen; 0.005% of 190,000 active; Diaphorase/resazurin coupled assay, resorufin fluorescence, 16 min; hits give high values; 1 = vehicle wells, 0 = NADH-free wells; AID 1229; activation factor at 20 µM;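 active = diaphorase activity raised at least twofold by the compound at 20 µM; inactive = activation factor below 2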
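Material: Clostridium kluyveri diaphorase, purified enzyme; Quantity: enzyme 0.07 U/mL final; Medium: HEPES pH 7.4 buffer with MgCl2 and Tween 20; Dosing: single compound dose of 20 µM, 1% DMSO final; Schedule: 16 min reaction at room temperature; Measured by: red resorufin fluorescence at 544/590 nm excitation/emission.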
STAT3 inh = reduces IL-6 driven STAT3 reporter signal; AID 862; U3A cells, IL-6 STAT3-luciferase reporter, luminescence; host cell line lacks STAT1; inhibition, % at 5.5 µM; 0.89% of 190,000 active;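 active = inhibition above the mean inhibition across all screened compounds plus 3 SD, cut at about 44% in these data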;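 note: 0% = DMSO only wells and 100% = 100 µM nifuroxazide control wells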
Hsp70 act = switches on Hsp70 transcription | 0.04% of 200,000 active | HeLa Hsp70 promoter luciferase reporter, luminescence; scaled: vehicle 0, proteasome-inhibitor control 100% | activation, % at 10 µM | AID 1203;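 active = activation above the mean across all tested compounds plus 3 SD, cutoff set per campaign, cut at about 5.5% in these data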;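 note: 100% = MG132 at 30 µM as the positive control and 0% = DMSO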
STAT1 inh = STAT1 signaling inhibition; 0.35% of 200,000 active; AID 920; NIH 3T3 STAT1-luciferase reporter, IFN-gamma, luminescence; inhibition, % at 5.5 µM;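 active = inhibition above a set limit, the mean inhibition across all tested compounds plus 3 SD, cut at about 34% in these data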;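 note: 0% = IFN-gamma with DMSO and 100% = IFN-gamma with 300 µM nifuroxazide; values of inactives mirror those of a sister screen read the other way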
STAT1 act = activators of IFN-gamma induced STAT1 signaling. NIH 3T3 STAT1-luciferase reporter, luminescence; 100% = IFN-gamma alone, no compound. 2.6% of 200,000 active. activation (% of control), % at 5.5 µM. AID 932;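 active = activation above the screen-wide mean activation plus 3 SD, cut at about 130% in these data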;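 note: raw ratio to IFN-gamma control signal so 100% means no change and 0% no light; values of inactives mirror those of a sister screen read the other way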
G6PDH counter = L. mesenteroides G6PDH inhibition counter-screen; 0.12% of 200,000 active; inhibition, % at 5 µM; Purified L. mesenteroides G6PDH, diaphorase/resazurin coupled fluorescence, 45 min; in the data active = inhibition above about 50%
TLR4 MyD88 comp = blocks binding of human TLR4 to MyD88 | O00206+Q99836 | HeLa CL3-4 TLR4/MyD88 BLA complementation, FRET ratio | inhibition, % at 8.4 µM | 0.18% of 200,000 active; in the data active = inhibition above about 25%;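 note: 0% = vehicle and 100% = reference inhibitor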
Target sequence (O00206 whole entry, looked up): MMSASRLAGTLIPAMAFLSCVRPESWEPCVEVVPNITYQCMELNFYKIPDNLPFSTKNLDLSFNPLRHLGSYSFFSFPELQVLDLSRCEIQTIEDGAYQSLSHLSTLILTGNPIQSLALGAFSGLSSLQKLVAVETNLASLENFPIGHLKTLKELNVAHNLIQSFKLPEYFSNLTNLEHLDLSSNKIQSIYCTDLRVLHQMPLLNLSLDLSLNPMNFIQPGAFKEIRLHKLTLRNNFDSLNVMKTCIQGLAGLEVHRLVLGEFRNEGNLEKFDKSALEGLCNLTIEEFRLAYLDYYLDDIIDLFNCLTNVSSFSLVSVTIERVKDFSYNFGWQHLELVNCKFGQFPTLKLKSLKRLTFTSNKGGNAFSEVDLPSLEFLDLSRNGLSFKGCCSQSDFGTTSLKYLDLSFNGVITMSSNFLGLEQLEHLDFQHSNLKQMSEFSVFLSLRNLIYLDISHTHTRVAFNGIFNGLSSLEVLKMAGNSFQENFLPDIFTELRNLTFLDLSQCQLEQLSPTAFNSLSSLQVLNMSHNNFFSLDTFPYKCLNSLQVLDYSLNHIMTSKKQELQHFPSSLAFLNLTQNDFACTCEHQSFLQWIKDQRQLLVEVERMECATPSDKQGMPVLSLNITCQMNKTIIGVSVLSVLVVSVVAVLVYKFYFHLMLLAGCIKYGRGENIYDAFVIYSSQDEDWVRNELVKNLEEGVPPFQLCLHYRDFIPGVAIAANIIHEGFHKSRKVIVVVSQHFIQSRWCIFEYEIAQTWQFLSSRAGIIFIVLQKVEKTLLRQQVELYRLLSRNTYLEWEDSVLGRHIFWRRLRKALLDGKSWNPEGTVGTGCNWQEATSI
Target sequence (Q99836 whole entry, looked up): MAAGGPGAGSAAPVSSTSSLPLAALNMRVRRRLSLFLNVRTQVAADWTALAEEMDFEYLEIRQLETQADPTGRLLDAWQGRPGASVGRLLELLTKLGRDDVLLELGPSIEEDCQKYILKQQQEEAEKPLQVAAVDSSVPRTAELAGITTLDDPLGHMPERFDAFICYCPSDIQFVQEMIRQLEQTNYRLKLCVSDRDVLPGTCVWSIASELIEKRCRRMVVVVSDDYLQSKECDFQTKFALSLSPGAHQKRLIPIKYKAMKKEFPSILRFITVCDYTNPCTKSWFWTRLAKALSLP
APP transl inh = APP translation inhibition; AID 1285; SH-SY5Y APP 5'UTR-luciferase reporter, luminescence; inhibition, % at 2 µM; 0.82% of 190,000 active;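 active = inhibition above a set limit, derived from the sample mean plus 3 SD, cut at about 45% in these data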; note: values of inactives mirror those of a sister screen read the other way
STAT3 act = increases IL-6 driven STAT3 reporter signal. AID 871. activation (% of control), % at 5.6 µM. U3A cells, IL-6 STAT3-luciferase reporter, luminescence; 100% = signal with IL-6 EC80 alone. 0.91% of 190,000 active;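 active = activation above the screen-wide mean of compound activation plus 3 SD, cut at about 130% in these data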;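 note: 0% = background luminescence of wells with medium and substrate only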
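Test system: STAT3-luciferase reporter U3A cells; Detection: reporter luminescence signal; Times: 1 h compound pre-exposure, 6 h IL-6 stimulation, 37 °C; Benchmarks: IL-6-only high control; Also added: IL-6 stimulus at 33 ng/mL final.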
* = called active by the depositor; . = no result given.

SMILES	Diaphorase inh	Diaphorase act	STAT3 inh	Hsp70 act	STAT1 inh	STAT1 act	G6PDH counter	TLR4 MyD88 comp	APP transl inh	STAT3 act
O=C(O)CCC(=O)Nc1cccc(-c2csc(-c3ccccc3)n2)c1	-2	1	21	0.0	15	87	9	-4	8	84
C/C=C(\C)C(=O)NCCN1C2=NC[C@H](C(C)C)N2C[C@H]1Cc1ccc(O)cc1	5	1	.	0.1	-3	104	9	-21	5	.
O=C(CSc1nnc(-c2ccncc2)n1CC1CCCO1)Nc1cccc(O)c1 (configuration not stated)	21	0.8	-1	0.1	4	96	7	-9	-10	107
Cc1ccc(NC2CCCCC2NS(=O)(=O)c2ccc(Cl)cc2)cc1 (configuration not stated)	8	0.9	7	-0.4	-12	110	-11	-1	.	95
O=C(c1ccco1)N1N=C(C2CCCCC2)CC1(O)C(F)(F)F (configuration not stated)	.	.	-10	-0.4	0	99	9	-14	14	110
O=C(NCc1ccc2c(c1)OCO2)c1cc2ccccc2o1	6	0.9	-6	0.1	-3	103	5	3	-2	105
CNC(=O)Nc1ccccc1NC(=O)NC	7	0.9	1	0.1	-2	102	3	12	22	103
COC(=O)c1sccc1NC(=S)N1CC(C)CC(C)C1 (configuration not stated)	8	0.9	0	0.0	1	99	4	5	.	100
CC1CCc2c(nc3ncnn3c2NCCN(C)C)C1 (configuration not stated)	3	1	14	-0.1	-11	108	10	12	2	93
O=C(Oc1cccnc1)c1cc2ccccc2oc1=O	5	1	-14	-0.2	1	99	7	11	-15	115
Cn1c(N)c(C(=O)COC(=O)c2cc(C(F)(F)F)nc3ccccc23)c(=O)n(C)c1=O	11	0.9	4	0.1	8	93	11	2	6	95
O=C(O)c1cc(-c2cc3ccccc3o2)nn1-c1ccccc1	13	0.9	-32	-0.3	6	94	-1	8	-6	127
CC(=O)Nc1ccc(C(=O)CSc2nccc(=O)[nH]2)cc1	5	0.9	3	-0.1	3	95	-5	0	-19	102
NC(=O)CN1C(=O)C(O)(CC(=O)/C=C\C=C\c2ccccc2)c2ccccc21 (configuration not stated)	-3	1	-4	-0.1	0	100	6	4	-21	101
O=c1[nH]cnc2c1C(c1ccccc1[N+](=O)[O-])c1c(nc[nH]c1=O)O2	5	1	-6	-0.4	-1	101	-1	15	-4	102
O=C1c2ccccc2-c2nnc(-c3ccccc3)cc21	22	0.8	52*	-0.3	32	71	9	2	-24	59
O=C(c1ccc2nc(N3CCCCC3)sc2c1)N1CCN(Cc2ccc3c(c2)OCO3)CC1	7	0.9	2	-0.3	-15	111	-35	-12	-4	98
CCOc1ccc(NC(=O)c2nsc(Cl)c2Cl)cc1	9	0.9	9	0.1	-56	150*	6	-7	-234	96
COc1ccc(N2C(=O)C3CCCN3C2c2cc(OC)c(OC)cc2OC)cc1 (configuration not stated)	-17	1.2	13	-0.2	5	95	10	9	9	93
CCCc1nc(NC(C)=O)c(C#N)c(-c2ccco2)c1CC	19	0.8	2	0.0	-5	106	4	7	-1	104
Cc1ccc(S(=O)(=O)NC2CCOC(C)(C)C2)cc1 (configuration not stated)	4	1	12	-0.1	4	96	2	4	-8	94
N/C(Cc1ccc(Cl)cc1)=N\OC(=O)c1ccc2ccccc2c1	6	0.9	5	-0.3	-7	106	1	5	3	99
COc1ccc(Cl)cc1Nc1nc(-c2sc(NC(=O)C(C)(C)C)nc2C)cs1	20	0.8	30	-0.3	8	92	1	-6	-9	76
COc1ccccc1/C=N/N1C(=O)c2cccc3cccc(c23)C1=O	9	0.9	-4	-0.2	-6	102	2	9	-6	107
COc1ccc(Br)cc1C1CC(=O)N2CN(Cc3ccccc3)CSC2=C1C#N (configuration not stated)	57*	0.4	6	-0.2	0	100	21	-1	-6	99
COc1ccccc1C1/C(=C(/O)c2ccc(Cl)cc2)C(=O)C(=O)N1CCN1CCOCC1 (configuration not stated)	12	0.9	4	-0.4	10	91	7	10	-3	100
O=C1c2ccccc2NC2CCCCC12 (configuration not stated)	10	0.9	2	-0.5	-3	103	0	10	-2	98
Cc1cc(C)c(NC(=O)COC(=O)CSc2ccc(Br)cc2C)c(C)c1	10	0.9	-14	-0.1	3	97	3	8	2	110
COc1ccc(-c2nnc(SCC(=O)N(C)C3CCS(=O)(=O)C3)n2N)cc1OC (configuration not stated)	11	0.9	0	-0.2	-9	107	6	-9	-17	103
NC(=O)COc1ccc(-c2noc(COc3ccccc3[N+](=O)[O-])n2)cc1	-1	1	-1	0.4	-3	102	-2	-15	-31	108

A few values from the list.
NC(=O)COc1ccc(-c2noc(COc3ccccc3[N+](=O)[O-])n2)cc1 @ TLR4 MyD88 comp = -15
O=C(CSc1nnc(-c2ccncc2)n1CC1CCCO1)Nc1cccc(O)c1 (configuration not stated) @ G6PDH counter = 7

Continued.
SMILES	Diaphorase inh	Diaphorase act	STAT3 inh	Hsp70 act	STAT1 inh	STAT1 act	G6PDH counter	TLR4 MyD88 comp	APP transl inh	STAT3 act
O=C(NCCC1=CCCCC1)c1ccc(Br)o1	9	0.9	-1	0.1	-18	116	-15	-12	-26	104
C/C(=N\NC(=O)CSc1nc2ccccc2o1)c1ccc(O)cc1	37	0.6	-20	0.0	-9	109	-3	-13	-9	117
O=C(COc1nncc2ccccc12)Nc1c(F)c(F)c(F)c(F)c1F	2	1	4	0.0	3	97	11	4	-11	102
Cc1nn(C)c(Oc2ccccc2)c1CCNS(=O)(=O)c1ccc(F)cc1	5	1	4	-0.2	8	93	-8	-1	.	102
CC(C)OC(=O)c1ccc(S(N)(=O)=O)o1	3	1	-5	-0.3	-2	102	0	-10	.	105
COc1ccc(OC)c(-n2nnnc2SCC(=O)Nc2ccc3c(c2)OCCO3)c1	21	0.8	10	1.2	11	90	2	4	17	95
COc1ccc(C(=O)Nc2cc3c(oc2=O)CCCC3=O)cc1	0	1	14	0.3	-42	138*	15	-3	-10	91
C/C(=N\NC(=O)C1=NNC(=O)C1C)c1cccs1 (configuration not stated)	6	0.9	-2	-0.2	-16	114	-2	-3	-17	105
CCOC(=O)c1[nH]ncc1CN1CCCC(C(=O)c2ccc(SC)cc2)C1 (configuration not stated)	-5	1.1	21	0.2	9	91	4	8	-12	91
Cc1ccc(N=Cc2cc3c(cc2O)OC(N)=C(C#N)C3c2ccccc2)cc1 (configuration not stated)	13	0.9	1	-0.2	-3	103	7	-7	-9	98

An excerpt from above in order of their number in STAT1 inh, high to low.
Structure	STAT1 inh
O=C(COc1nncc2ccccc12)Nc1c(F)c(F)c(F)c(F)c1F	3
CC(C)OC(=O)c1ccc(S(N)(=O)=O)o1	-2
Cc1ccc(N=Cc2cc3c(cc2O)OC(N)=C(C#N)C3c2ccccc2)cc1 (configuration not stated)	-3
C/C(=N\NC(=O)C1=NNC(=O)C1C)c1cccs1 (configuration not stated)	-16
O=C(NCCC1=CCCCC1)c1ccc(Br)o1	-18
COc1ccc(C(=O)Nc2cc3c(oc2=O)CCCC3=O)cc1	-42

(more compounds)
SMILES	Diaphorase inh	Diaphorase act	STAT3 inh	Hsp70 act	STAT1 inh	STAT1 act	G6PDH counter	TLR4 MyD88 comp	APP transl inh	STAT3 act
O=[N+]([O-])c1ccc(O)c(/C=N/n2cnnc2)c1	18	0.8	3	-0.3	-5	105	19	8	2	100
CCOC(=O)C1(CCCc2ccccc2)CCN(C(=O)CCCn2cncn2)CC1	16	0.8	-2	-0.4	-1	99	9	-14	8	104
Cc1ccc(Cn2nnc3c(=O)[nH]c(C4CCCN(C(=O)Nc5ccc(F)cc5)C4)nc32)cc1 (configuration not stated)	16	0.8	1	-0.1	-8	107	-9	9	-3	103
CCCCCCc1c(O)nc(SCCN2CCOCC2)[nH]c1=O	-7	1.1	1	-0.6	-3	101	4	10	2	100
COc1ccccc1NC(=O)Cn1cc(C#N)c2ccccc21	16	0.8	-9	0.3	0	100	4	5	-16	114
CCN(CC)C(=O)/C(=C/c1cccc([N+](=O)[O-])c1)NC(=O)c1ccco1	7	0.9	5	0.2	-6	104	-2	6	7	98
Cc1ccc(-n2nc3c(c2NC(=O)c2ccc4c(c2)OCO4)CS(=O)C3)cc1 (configuration not stated)	9	0.9	11	-0.2	-4	103	3	12	12	93
Cc1nccn1-c1ccc(C(F)(F)F)cc1NC=O	17	0.8	4	0.1	-3	103	3	3	7	100
COc1ccc(/C(C#N)=C/c2c(-c3ccc(Cl)cc3)nc3c(C)cccn23)cc1	6	0.9	-1	-0.4	5	96	5	-8	5	105
O=C(NCC1CCCO1)C(c1cccs1)N(C(=O)c1ccc(-c2ccccc2)[nH]1)C1CCCC1 (configuration not stated)	17	0.8	-8	0.1	4	97	4	-2	5	105
CCCOc1ccc(NC(=O)C2CC(=O)N/C(=N/N=C(\C)CCc3ccc4c(c3)OCO4)S2)cc1 (configuration not stated)	19	0.8	2	-0.2	6	95	12	-8	2	98
CCOC(=O)c1oc2ccc(S(=O)(=O)n3nc(-c4cc(OC)c(OC)c(OC)c4)cc3N)cc2c1C	21	0.8	12	0.4	15	85	6	-16	36	91
CCCN1C(=O)C2(SC(NC(C)=O)=NN2C(C)=O)c2cc(C)ccc21 (configuration not stated)	14	0.9	4	-0.2	1	97	24	-1	4	99
CCN1CCN(CC(=O)Nc2ccc3c(c2)OCO3)C(=O)C1=O	1	1	5	-0.1	0	100	6	-3	15	104
CCNc1nc(N)nc(-c2cc(Cl)ccc2OC)n1	16	0.8	-7	-0.3	-6	105	-10	-8	15	106
CC(C)C(=O)NCCSc1c[nH]c2ccccc12	19	0.8	-15	-0.2	-2	102	-7	-3	6	121
O=[N+]([O-])c1ccccc1/C=N/Nc1nnc(-c2ccccc2)c(-c2ccccc2)n1	2	1	0	-0.2	-4	104	-12	15	4	99
COC(=O)c1ccc(NC(=O)CSc2nncc3ccc(OC)c(OC)c23)cc1	4	1	-5	-0.3	-7	107	2	10	-2	103
CN1CCN(S(=O)(=O)c2ccc(NC(=S)NC(=O)C3CCCCC3)cc2)CC1	20	0.8	7	-0.3	-14	111	16	-15	-4	103
COc1cc(C2(O)CCCCC2C)cc(OC)c1OC (configuration not stated)	9	0.9	12	-0.3	1	99	3	-13	2	94
CCOC(=O)C(Cc1ccc(O)cc1)NC(=O)CNC(=O)C1CCCN1C(=O)OC(C)(C)C (configuration not stated)	12	0.9	6	-0.1	-12	110	4	7	4	99
CC(=O)Nc1ccc(NC(=O)CNS(=O)(=O)c2ccc(C)cc2)cc1	4	1	8	-0.1	1	101	1	6	22	96
COC(=O)c1ccc(OCCN2CCCCCC2)cc1	-8	1.1	14	0.0	4	96	4	-10	-12	95
